From PubChem
Statin myotox sup: suppression of simvastatin myotoxicity; C2C12 myotubes + simvastatin, ATP luminescence, 48 h; scaled: DMSO 0, geranylgeraniol control 100; rescue of ATP level, % at 7.49 µM; 330,000 compounds, 0.78% hits;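 active means mean ATP rescue above about 67%, or every replicate alone reaching that limit, limit read from the data, passing the limit was not always enough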;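 further: myotubes were challenged with 10 µM simvastatin during compound exposure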
PglD DTNB: inhibitors of Campylobacter jejuni PglD acetyltransferase; purified PglD enzyme, DTNB colorimetric CoA detection; inhibition, % at 12.5 µM; 360,000 compounds, 0.098% hits; in the data active means inhibition above about 16%, passing the limit was not always enough; further: strong numbers were not always called active
The depositor's hits bear a star.

SMILES | Statin myotox sup | PglD DTNB
O=C(Cc1ccccc1)Nc1nnc(-c2ccco2)s1 | 22 | -3
Fc1ccccc1C(c1nnnn1C1CCCC1)N1CCN(Cc2ccccc2)CC1 (stereo unspecified) | -6 | -2
CC(=O)NC1=NC(=O)C(C)S1 (stereo unspecified) | -8 | 5
CCCCOC(=O)CSc1nnc(-c2ccc(Cl)cc2Cl)o1 | 2 | -3
COc1ccc(N2CCN(CC(=O)Nc3nnc(-c4ccccc4)s3)CC2)cc1 | -6 | 4
c1ccc(C2COC(c3cccs3)=N2)cc1 (stereo unspecified) | 7 | 3
Cc1nc(SC2CC(=O)N(c3ccc([N+](=O)[O-])cc3)C2=O)nc2c1CCCC2 (stereo unspecified) | 3 | -5
O=S(=O)(NCc1cccnc1)c1ccc(Br)s1 | 4 | -5
C#CCOCCOCCOCCNc1nc(N2CCN(C(=O)C([C@@H](C)CC)n3cc(C(N)CC(C)C)nn3)CC2)nc(N2CCN(C(=O)[C@H](CCC(=O)O)n3cc(C(N)Cc4ccc(O)cc4)nn3)CC2)n1 (stereo partly specified) | -1 | 6
Cc1nc2sc(C(c3cccc(F)c3)N3CCC(C)CC3)c(O)n2n1 (stereo unspecified) | -2 | -1
Clc1ccc(-c2cn3cccnc3n2)cc1Cl | 10 | 8
CCN(CC)S(=O)(=O)c1cc(C(=O)O)ccc1Cl | 15 | -3

Structural class, those above with a COOH group
SMILES | Statin myotox sup | PglD DTNB
C#CCOCCOCCOCCNc1nc(N2CCN(C(=O)C([C@@H](C)CC)n3cc(C(N)CC(C)C)nn3)CC2)nc(N2CCN(C(=O)[C@H](CCC(=O)O)n3cc(C(N)Cc4ccc(O)cc4)nn3)CC2)n1 (stereo partly specified) | -1 | 6
CCN(CC)S(=O)(=O)c1cc(C(=O)O)ccc1Cl | 15 | -3

(more compounds)
SMILES | Statin myotox sup | PglD DTNB
Cc1ccccc1Cn1nc(C)c(NC(=O)c2cc(-c3cccs3)on2)c1C | 22 | -1
O=C(Cc1c(O)c2ccccc2[nH]c1=O)NCc1ccccc1 | -6 | 2
COC(=O)c1ccccc1NC(=O)c1cccs1 | 12 | 4
Cn1c(=O)c2[nH]c(CN(Cc3ccccc3)Cc3ccccc3)nc2n(C)c1=O | 6 | 6
CCN1C(=O)CC(Sc2ccccc2C(=O)O)C1=O (stereo unspecified) | 159* | -7
O=C(O)Cn1cc(C(=O)c2cccs2)c2ccccc21 | 8 | 2
CCc1cccc(NC(=O)NC2CCCCC2)c1 | -10 | 3
c1ccc(-c2cc3c(nn2)CCc2nonc2-3)cc1 | 3 | 13
CC(=O)c1ccc(-n2nncc2C)cc1 | 11 | 0
Cc1cc(/C=c2/sc3nc4ccccc4n3c2=O)c(C)n1-c1ccccn1 | -98 | -2
COC(=O)c1ccc(CSc2nnc(N)s2)cc1 | 3 | -3
COc1ccc2[nH]c(=O)c(CN(Cc3ccc(C)cc3)Cc3nnnn3CC3CCCO3)cc2c1 (stereo unspecified) | -17 | 4
CCc1ccccc1NC(=S)NCc1ccc2c(c1)OCO2 | 24 | 2
Cc1cccc(NC(=O)COc2ccccc2C)n1 | 2 | 6
N#CC1=C(N)N2C(=C(C#N)C13CCN(Cc1ccccc1)CC3)Nc1ccccc12 | -3 | -2
O=C(NCc1ccc(F)cc1)c1cc(S(=O)(=O)N2CCOCC2)ccc1F | -17 | 1
O=C(Nc1ccccc1)N1CCSc2cc(Cl)ccc21 | -9 | 1
Cc1ccc(SCC(=O)NCCC2=CCCCC2)cc1 | -1 | -2
OC1(c2ccc(OC(F)F)cc2)CSC(=Nc2cccnc2)N1C1CC1 (stereo unspecified) | 10 | -3
O=C(O)c1ccccc1NC(=S)NC(NC(=O)c1ccccc1[N+](=O)[O-])C(Cl)(Cl)Cl (stereo unspecified) | 108* | -2
O=C(Nc1cccnc1)Nc1ccccn1 | 5 | 2
CC1=C(C(=O)OCC2CCCO2)C(c2ccncc2)C2=C(CCCC2=O)N1 (stereo unspecified) | -6 | 9
O=c1c2c(nc3c(-c4ccccc4)c[nH]n13)CCC2 | -17 | -1
CC(=O)c1ccc2cccc3c2c1N=CN3C | 6 | 2

A draw from above in order of SMILES length, highest first:
SMILES | Statin myotox sup | PglD DTNB
Cc1cc(/C=c2/sc3nc4ccccc4n3c2=O)c(C)n1-c1ccccn1 | -98 | -2
CCc1ccccc1NC(=S)NCc1ccc2c(c1)OCO2 | 24 | 2
Cc1ccc(SCC(=O)NCCC2=CCCCC2)cc1 | -1 | -2
Clc1ccc(-c2cn3cccnc3n2)cc1Cl | 10 | 8

(continued)
SMILES | Statin myotox sup | PglD DTNB
CCn1c(SCC(=O)c2ccc(O)c(O)c2)nnc1-c1ccccc1OC | 24 | -4
COc1ccccc1CNc1n[nH]c(NCc2ccccc2OC)n1 | -8 | 0
O=C(NC1CC1)c1scc2c1OCCO2 | -11 | 3
Cc1onc(-c2ccccc2)c1C(=O)n1nnc2ccccc21 | -1 | 3
O=C(Cn1cnc2c(cnn2-c2ccccc2)c1=O)N1CCCc2ccccc21 | 10 | -1
O=S(=O)(c1ccc2c(c1)nc(COc1ccc(Cl)cc1)n2CC1CCCO1)N1CCOCC1 (stereo unspecified) | -18 | -3
O=C(O)CNS(=O)(=O)c1ccc(F)cc1 | 10 | 1
CCOc1ccc(OCC)c(NC(=O)CN(C)S(=O)(=O)c2cnc[nH]2)c1 | 11 | -4
COc1cc(/C=C(\C#N)c2nc3ccccc3[nH]2)cc(Br)c1OCc1ccc(F)cc1 | -15 | 2
Cc1nc2c3ccccc3[nH]c(=O)n2n1 | -5 | 2
COC(=O)c1c(C(=O)OC)c(C)n(Cc2cccnc2)c1C | -4 | 31*
CC(C)COc1ccc(C(=O)NC(CC(C)C)C(=O)O)cc1 (stereo unspecified) | 15 | 2
CCOc1ccccc1NC(=O)c1ccccc1-c1nc(-c2ccccc2OC)no1 | 1 | 2
O=C(CSc1nnc(C2CC2)n1Cc1ccccc1)c1ccc(S(=O)(=O)N2CCOCC2)cc1 | -4 | -6
CCCc1nc2oc3c(NCCN(C)C)ncnc3c2c2c1CCCC2 | -37 | 3
CCc1ccc(NC(=O)N(CCN2CCOCC2)Cc2ccc3c(c2)CCCN3CC)cc1 | 13 | -1
CC(C)CN1C(=O)c2ccc(C(=O)Nc3nccs3)cc2C1=O | -20 | 1
C=C(Br)Cn1c(CC)nc2ccccc21 | 11 | -4
O=C(NCc1cccnc1)/C(=N\O)c1ccccc1 | -4 | -6
O=C(c1ccc(Cl)s1)N1CCCC1 | -11 | 12
CCOC(=O)Nc1ccc2c(c1)N(C(=O)CCN1CCN(C)CC1)c1ccccc1S2 | 8 | 4
CC(C)C(C(=O)Nc1ccc2c(c1)OCO2)N1C(=O)c2ccccc2C1=O (stereo unspecified) | 0 | 4
Cc1csc(NC(=O)CSc2nnc(-c3ccccc3)o2)n1 | -17 | -4
CCOC(=O)c1sc2nccc(N(C)C)c2c1N=CN(C)C | -8 | -2

Full records, quoted from the list. Screens in order: Statin myotox sup | PglD DTNB
Shown for `CC(C)C(C(=O)Nc1ccc2c(c1)OCO2)N1C(=O)c2ccccc2C1=O` (stereo unspecified) → 0 | 4
Shown for `CC(C)CN1C(=O)c2ccc(C(=O)Nc3nccs3)cc2C1=O` → -20 | 1

The list goes on.
SMILES | Statin myotox sup | PglD DTNB
NS(=O)(=O)c1ccc(CCNc2nc3c(-c4cccc(F)c4)nnn3c3ccccc23)cc1 | -114 | -3
Cn1c(N)c(C(=O)c2ccccc2)c(=O)n(C)c1=O | 5 | -4
Cc1nnc(-c2cccc(Br)c2)c2cn(-c3ccccc3)nc12 | -1 | -2
O=C(Cn1c(=O)c2c(ncn2Cc2ccccc2)n(Cc2ccccc2)c1=O)N1CCCC1 | 17 | 9
FC(F)(F)c1nnc2ccc(NCn3nnc4ccccc43)nn12 | 3 | -13
CCN=C1SC(CC(=O)Nc2ccc(N3CCOCC3)cc2)C(=O)N1CC (stereo unspecified) | 1 | 3
CCOC(=O)c1sc2nc(CC(=O)OC)nc(NCCN3CCOCC3)c2c1C | 8 | -2
COC(=O)CNc1ccc2c(c1)OCO2 | -3 | 5
Cc1nc(N2CCN(c3ccccc3)CC2)[nH]c(=O)c1Cc1ccccc1 | -23 | 6
COCCN(C(=O)CSc1nnc(Nc2ccccc2F)s1)c1c(N)n(Cc2ccccc2)c(=O)[nH]c1=O | 1 | 2
O=C(CCNC(=O)c1ccccc1Cl)Nc1nccs1 | 2 | -2
Cc1cc(OCC(=O)Nc2ccc(S(=O)(=O)N3CCN(C)CC3)cc2)ccc1Cl | -4 | -3
COc1cccc(C(=O)N2CCN(S(C)(=O)=O)CC2)c1 | 7 | -1
Oc1ccc2ccc3cccc[n+]3c2c1 | -12 | 1
O=C(CCCn1c(SCC(=O)NC2CCCCC2)nc2ccccc2c1=O)NCC1CCCO1 (stereo unspecified) | -28 | -3
CC1=C(C(=O)Nc2ccccc2)C2(CCCCC2)C(C#N)=C(SCC(N)=O)N1 | -3 | 3
Cc1cc(C(=O)CSc2nnc(N)s2)c(C)n1-c1c(C)n(C)n(-c2ccccc2)c1=O | -7 | -2
COc1ccccc1C(=O)Oc1ccc(N2C(=O)CCC2=O)cc1 | -4 | 5
CCC(=O)n1nc(-c2ccccc2)nc1N | -2 | -5
Cc1ccc(S(=O)(=O)Nn2c(C)nnc2-n2nc(C)cc2C)cc1 | -4 | 1
Cc1ccc(C)c(Cc2c(C)nc3c(C(=O)N4CCOCC4)cnn3c2C)c1 | -5 | -1
COc1ccc(NC(=O)N(CCO)Cc2cc3c(C)cc(C)cc3[nH]c2=O)cc1 | -5 | -2
COc1ccccc1OCc1csc(NC(=O)c2ccco2)n1 | 10 | 0
C=CCNc1nc(N2CCOCC2)nc(N2CCOCC2)n1 | -25 | -5

Random excerpt: two records from the list, in no set order.
SMILES | Statin myotox sup | PglD DTNB
CCOC(=O)Nc1ccc2c(c1)N(C(=O)CCN1CCN(C)CC1)c1ccccc1S2 | 8 | 4
COCCN(C(=O)CSc1nnc(Nc2ccccc2F)s1)c1c(N)n(Cc2ccccc2)c(=O)[nH]c1=O | 1 | 2

Next section:
SMILES | Statin myotox sup | PglD DTNB
COc1ccc(OC)c(C2C(C(C)=O)=C(O)C(=O)N2CCc2ccc(OC)c(OC)c2)c1 (stereo unspecified) | 4 | -1
CC(=O)Nc1ccc(S(=O)(=O)N2CCN(C34CC5CC(CC(C5)C3)C4)CC2)cc1 | -19 | -2
Cc1nc(CSc2nnc3scc(-c4ccccc4)n23)cs1 | -3 | -1
COc1ccc(N2CCN(C3CC(=O)NC3=O)CC2)cc1 (stereo unspecified) | -4 | 9
COc1ccccc1CN(CC(=O)NCc1ccco1)C(=O)CNS(=O)(=O)c1ccc(C)cc1 | 15 | -4
O=c1[nH]c(=O)n(Cc2ccccc2)c2nc(-c3ccco3)cc(C(F)(F)F)c12 | -11 | 18
CCCCSc1nnc2nc(C)cc(C)n12 | -3 | 5
COc1cc(CNCCO)ccc1OC1CCCC1 | 22 | 1
O=C(CSc1nnc(Cc2ccccc2)n1-c1ccccc1)N1CCOCC1 | 3 | 3
O=c1c(Cl)c(NCCO)ncn1-c1ccccc1 | -5 | 4
CC(C)n1cc(NC(=O)C2CC(c3cccc(Br)c3)=NO2)cn1 (stereo unspecified) | 1 | -3
O=C(COc1ccccc1)NCCSCc1ccco1 | 18 | -8
COC(=O)c1sc(S(=O)(=O)Nc2ccc3cn[nH]c3c2)c(C(=O)OC)c1C | 117* | -6
COc1ccc(-c2nnc(SCc3cc(C)cc(C)c3)o2)cc1 | 18 | -3
CC(=O)Nc1ccc(Nc2ncc([N+](=O)[O-])c(Nc3ccc(NC(C)=O)cc3)n2)cc1 | -20 | 1
COc1ccc(C2C(C(=O)NCc3ccccn3)c3cc(OC)c(OC)cc3C(=O)N2C)cc1 (stereo unspecified) | -7 | 2
CC(=O)N1CCN(c2cccc(C)c2C)CC1 | 1 | 7
CCN(CC)S(=O)(=O)c1cccc(C(=O)Nc2nncs2)c1 | -20 | 11
O=C1N(CCCN2C(=O)C3(OCCO3)c3ccccc32)c2ccccc2C12OCCO2 | -3 | 5
COc1cc(CN(C)CC(=O)c2[nH]c(C)c(C(C)=O)c2C)ccc1OC(F)F | 13 | 3
CC(=O)C1=C(C)Nc2ncnn2C1c1ccccc1OCc1ccccc1 (stereo unspecified) | 114* | 3
COc1cccc(NC(=O)CN2CCN(c3nc(-c4cccc(OC)c4)cs3)CC2)c1 | 4 | 0
COC(=O)CSc1nc(C)c(C(C)=O)cc1C#N | -5 | 4
CN(C)C(=C(C#N)C#N)N1CCN(c2ccc(Cl)c(Cl)c2)CC1 | -7 | -1
Cc1cc(Cl)c(S(=O)(=O)NCc2ccccc2)cc1OCC(N)=O | 5 | 2
Nc1c(Cl)cc2c(c1Oc1ccccc1)C(=O)c1ccccc1C2=O | 39 | 4
O=C1N(CC(=O)N2CCc3ccccc32)CCN1Cc1ccc(Cl)cc1 | 16 | -5
CC1Cc2cc(/C(O)=C3/C(=O)C(=O)N(CCCn4ccnc4)C3c3ccncc3)ccc2O1 (stereo unspecified) | 2 | -6
CCN(CC)CC(=O)N1N=C(c2cccs2)CC1c1ccco1 (stereo unspecified) | 2 | -7
O=C(CCN1C(=O)COc2ccccc21)NCCC1=CCCCC1 | -9 | 2
COC(=O)c1c(NC(=O)c2ccco2)sc2c1CCC2 | -9 | 3
O=C(CCCn1c(=S)[nH]c2ccccc2c1=O)NC1CCCCC1 | -1 | -3
COc1ccc(NC(=O)C2CCCN2C(=O)NCc2ccccc2)c(OC)c1 (stereo unspecified) | 6 | -3
COc1ccc(C(=O)N2CCCC(c3nc(-c4cccs4)no3)C2)cc1 (stereo unspecified) | 15 | -2
COc1ccc(N2C(N)=C(C#N)C(c3cccnc3)C3=C2CC(C)(C)CC3=O)cc1 (stereo unspecified) | -12 | 1
Cc1cccc(-n2nnc(C(=O)NCc3ccccc3)c2N)c1 | -7 | 0
CCC(C)Oc1ccccc1C1CC(=O)NC2=C1C(=O)CCC2 (stereo unspecified) | -2 | -3
Cn1c(C(=O)O)cc2cc(F)ccc21 | 4 | -8
CS(=O)(=O)N(Cc1ccccc1F)c1ccccc1 | 9 | 0

An excerpt; count on the stated rates, not on these rows.
